High-throughput results: PubChem, several laboratories
TCR-CD3 inh: human TCR-CD3 binding inhibition | TAMRA-labeled TCR probe fluorescence, biochemical | AID 651800 | inhibition, % at 9.4 µM | 360,000 compounds, 0.37% hits; in the data active means inhibition above about 19%;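 further: recombinant mutant TCR 2C K166C tagged with TAMRA read by polarization; 0% = receptor in buffer alone and 100% = receptor with positive control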
SIAE inh: inhibitors of human sialic acid acetylesterase SIAE. Q9HAT2. SIAE FP-Rh probe binding, fluorescence polarization. inhibition, % at 9.66 µM. 370,000 compounds, 0.69% hits;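 active means inhibition above a cutoff: mean of compounds within the control limits plus 3 SD of those, cut at about 17% in these data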;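 further: 0% = plate median of compound wells and 100% = probe without SIAE protein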
rCAG RNA binder: r(CAG) repeat RNA binding. TO-PRO-1 dye displacement fluorescence. inhibition, % at 3 µM. 370,000 compounds, 1.3% hits. AID 651821;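 active means inhibition above the plate cutoff, the mean of all test compounds on that plate plus 3 SD, cut at about 35% in these data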;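 further: 0% = DMSO alone and 100% = 100 µM mitoxantrone as full dye displacement; higher means more dye released from RNA so lower well fluorescence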
PRMT1 inh: inhibitors of human PRMT1; recombinant PRMT1, activity-based probe fluorescence polarization; 370,000 compounds, 1.3% hits; inhibition, % at 2.79 µM;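 active means inhibition above about 21% made by adding two undisclosed values, limit read from the data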
Target sequence (Q99873 whole entry, looked up): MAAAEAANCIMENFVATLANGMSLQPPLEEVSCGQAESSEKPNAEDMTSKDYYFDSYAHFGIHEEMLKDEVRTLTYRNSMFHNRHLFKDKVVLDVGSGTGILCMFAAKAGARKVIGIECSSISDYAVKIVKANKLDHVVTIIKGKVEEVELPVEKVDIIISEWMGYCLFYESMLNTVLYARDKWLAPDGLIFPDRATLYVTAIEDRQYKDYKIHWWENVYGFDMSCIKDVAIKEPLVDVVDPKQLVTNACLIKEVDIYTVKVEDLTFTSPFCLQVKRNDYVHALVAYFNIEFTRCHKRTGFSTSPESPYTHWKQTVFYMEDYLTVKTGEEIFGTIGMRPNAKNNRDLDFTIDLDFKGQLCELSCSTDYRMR
LEDGF integ inh: blocks HIV-1 LEDGF/p75-dependent DNA integration; TR-FRET IN-LEDGF/p75 DNA integration, Eu/Cy5; inhibition, % at 3.7 µM; 370,000 compounds, 0.64% hits; AID 743269;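 active means inhibition above the screen-wide mean plus 3 SD, cut at about 13% in these data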;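 further: signal is the Cy5 over europium emission ratio at 671 and 618 nm; 0% = plate median of compound wells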
ABHD4 inh: ABHD4 (mouse) inhibition, primary FP screen; inhibition, % at 8.92 µM; purified mABHD4, FP-Rh probe fluorescence polarization; 370,000 compounds, 0.54% hits; Q8VD66;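 active means inhibition exceeding the mean over every tested compound plus 3 SD, cut at about 30% in these data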;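 further: 0% = plate median of compound wells and 100% = S159A mutant with DMSO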
Target sequence (Q8VD66 whole entry, looked up): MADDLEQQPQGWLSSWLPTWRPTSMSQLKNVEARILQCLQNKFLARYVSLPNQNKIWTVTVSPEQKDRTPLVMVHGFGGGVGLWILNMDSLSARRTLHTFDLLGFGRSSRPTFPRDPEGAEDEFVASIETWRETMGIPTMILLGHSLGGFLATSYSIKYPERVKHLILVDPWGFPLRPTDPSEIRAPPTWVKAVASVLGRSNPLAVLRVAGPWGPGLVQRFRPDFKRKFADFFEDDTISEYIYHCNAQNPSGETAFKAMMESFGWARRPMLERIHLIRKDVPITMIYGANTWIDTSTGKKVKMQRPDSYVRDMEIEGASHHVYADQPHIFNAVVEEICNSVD
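system = mouse ABHD4 enzyme, wild type | medium = HEPES pH 7.0, NaCl, Pluronic buffer | also added = FP-Rh probe | incubation = Enzyme–compound pre-incubation 45 min, then probe 60 min, both 25 °C | technique = fluorescence polarization, excitation 525 nm, emission 598 nm, BODIPY TMR filters | controls = S159A mutant high control, sample median low control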
HTRA1 inhibitor: blocks human HTRA1 serine peptidase | Q92743 | recombinant HTRA1, FP-rhodamine activity-based probe, fluorescence polarization | inhibition, % at 5.96 µM | 340,000 compounds, 0.5% hits; in the data active means inhibition above about 36%;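 further: 0% = enzyme with DMSO and 100% = wells lacking enzyme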
TDP2 inh: TDP2 (human) inhibition, absorbance primary screen; O95551; recombinant TDP2, T5PNP hydrolysis, p-nitrophenol absorbance 415 nm; 370,000 compounds, 0.34% hits; inhibition, % at 12.8 µM;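 active means inhibition above the mean of all tested compounds plus 3 SD, set per campaign, cut at about 25% in these data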;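 further: 0% = DMSO with enzyme and 100% = buffer with substrate but no TDP2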
Target sequence (O95551 whole entry, looked up): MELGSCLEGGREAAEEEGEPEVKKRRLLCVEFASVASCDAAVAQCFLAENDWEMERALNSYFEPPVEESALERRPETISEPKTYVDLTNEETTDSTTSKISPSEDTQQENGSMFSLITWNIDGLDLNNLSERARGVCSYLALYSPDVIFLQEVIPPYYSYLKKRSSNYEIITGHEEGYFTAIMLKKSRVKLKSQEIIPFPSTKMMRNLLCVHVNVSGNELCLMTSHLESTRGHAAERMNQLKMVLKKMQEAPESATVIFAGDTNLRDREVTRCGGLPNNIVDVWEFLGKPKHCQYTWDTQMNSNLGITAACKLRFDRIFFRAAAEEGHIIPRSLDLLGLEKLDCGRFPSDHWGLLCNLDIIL
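Assay system: recombinant human TDP2 / Reagent: T5PNP substrate at 5 mM, a TopII-DNA adduct mimic / Measured by: epi absorbance from released p-nitrophenol / Evaluation: % inhibition relative to enzyme-containing and enzyme-free wells / Control set: enzyme-free and DMSO wells / Replicates: each compound tested once, singlicate / Schedule: enzyme reaction with compound for 2 h at 37 °C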
Rev-erbA mod: modulators of human Rev-erb alpha DNA binding. 370,000 compounds, 0.79% hits. P20393. activity, % at 10 µM. AID 1259318. Rev-erbα–FITC-DNA binding, fluorescence polarization, 90 min;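 active means activity above about 14%, limit read from the data; passing the limit was not always enough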;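 further: 0% = DMSO wells with 35 nM protein and 100% = DMSO wells with 750 nM protein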
PG9 Ab binder: PG9 antibody binding by small molecule; TR-FRET gp120-PG9 antibody binding; inhibition, % at 6.7 µM; 360,000 compounds, 0.43% hits; AID 624416; in the data active means inhibition above about 8.5%
* hit, by the source's call; . = no result given.

entry	SMILES	TCR-CD3 inh	SIAE inh	rCAG RNA binder	PRMT1 inh	LEDGF integ inh
1	Cc1onc(-c2ccccc2Cl)c1C(=O)OCC(=O)N1CCCc2ccccc21	0	-8	0	1	2
2	O=C1Nc2ccc(Cl)cc2/C1=C/C1CC=CCC1 (configuration not stated)	15	5	-1	0	0
3	CC(=O)c1nnn(-c2nc(N3CCCC3)nc(N(c3ccccc3)c3ccccc3)n2)c1C	1	-4	-1	-4	-1
4	O=C(CCC(=O)c1cccs1)NCC(=O)Nc1ccc(F)c(F)c1F	5	-13	6	0	-2
5	O=C1NN(c2ccccc2)C(=O)/C1=C/c1ccc(Sc2cccc3ccccc23)o1	6	8	48*	6	9
6	Cc1cccc(C)c1-n1nnnc1C1(C)CCC(=O)N1CCc1ccccc1F (configuration not stated)	0	2	1	4	1
7	COC(=O)[C@]12C[C@H](CC(=O)N3CCC(c4ccccc4)CC3)C(=O)N(Cc3ccco3)C1=C[C@H](C(C)(C)C)O[C@@H]2C	.	-1	3	3	-2
8	CCC1(CC)Cc2ccccc2C(C2=C(O)CC(C)(C)CC2=O)=N1	4	4	-4	-1	3
9	CCc1ccc(C(c2c(C)nn(-c3ccccc3)c2N)c2c(C)nn(-c3ccccc3)c2N)cc1	-6	12	-3	1	-2
10	Cc1cccc(-n2nnnc2SCC(=O)Nc2ccc(N3CCN(C)CC3)cc2)c1	1	0	-2	-4	-3
11	Cc1nc2c(-c3ccc(F)cc3)cnn2c(N)c1-c1ccccc1	0	10	12	-4	4
12	COc1ccccc1-c1cc(C(=O)N2CCCc3ccccc32)no1	0	0	4	-1	1
13	O=C(Nc1nnc([C@@H]2C[C@H](O)[C@@H](CO)O2)s1)c1cccc(C(F)(F)F)c1	0	-3	0	7	-1
14	Cc1ccc(Cc2c(-c3ccc(Br)cc3)nc3ccc(Br)cn23)cc1	-3	-8	31	-3	3
15	COc1ccc(Cl)cc1S(=O)(=O)NCc1ccncc1	-2	-5	-2	0	-5

entry	ABHD4 inh	HTRA1 inhibitor	TDP2 inh	Rev-erbA mod	PG9 Ab binder
1	-23	-30	-5	5	-0.3
2	-12	-21	-8	-8	-0.4
3	-4	10	-5	1	-1.9
4	1	-4	-5	0	-0.3
5	16	-22	-16	-4	4.0
6	1	.	2	-1	-0.7
7	-1	.	-8	2	.
8	8	-4	6	3	-0.8
9	-6	-16	-6	1	-0.1
10	8	6	-16	-3	0.6
11	3	16	-17	12	-1.0
12	1	-24	-10	-6	-1.8
13	-17	.	-12	-3	-0.1
14	-14	-34	-6	24*	3.8
15	13	-2	-10	1	-0.1

The listing continues.
entry	SMILES	TCR-CD3 inh	SIAE inh	rCAG RNA binder	PRMT1 inh	LEDGF integ inh
16	CCCC(=O)c1cc2c(cc1NC(=O)c1ccccc1F)OCCO2	2	-1	-3	-1	-7
17	Cc1cc(-c2ccccc2)nc(N(C)C)c1S(C)(=O)=O	-2	5	-7	-1	-3
18	Cc1nnc(C)n1/N=C/c1ccc(O)cc1	8	-1	1	-2	0
19	CSCCC(NC(=O)COc1ccccc1)C(=O)N(C)CC(=O)Nc1ccc(Cl)cc1 (configuration not stated)	-10	0	0	-10	6
20	COC(=O)[C@@H]1Cc2c([nH]c3ccccc23)C(C)N1C(=O)c1ccccc1 (some centres not stated)	-3	4	5	2	-5
21	Cn1c(CC(=O)Nc2ccccc2)nnc1SCC(=O)NC1CCCC1	-2	6	-2	-2	3
22	NC(=O)c1nccc2ccccc12	5	-1	1	-4	-3
23	Cc1ccc(-c2nnc(SCC(=O)N/N=C/c3ccccc3C(=O)O)n2-c2ccc(Cl)cc2)cc1	-2	-6	18	-5	4
24	CC(C)(C)NC(=O)CN1CCC(NC(=O)C23CC4CC(CC(C4)C2)C3)CC1	5	-5	-9	0	2
25	C=CCNC(=O)/C(C#N)=C/c1ccc(SC)cc1	1	15	-5	-2	2
26	COc1ccc(C)cc1NC(=O)CSc1nnnn1C1CCCC1	-9	0	-4	3	-6
27	COC(=O)/C=C/CC(C)OS(N)(=O)=O (configuration not stated)	-2	-2	-1	-2	-1
28	CCOc1cc(S(=O)(=O)NCCc2ccccc2C)c(OCC)cc1-n1cnnn1	2	0	-8	-3	0
29	CS(=O)(=O)c1ccc2nc(NC(=O)Nc3ccc(Cl)c(Cl)c3)sc2c1	1	-7	24	-1	1
30	O=C(Cn1c(=O)oc2ccccc21)N1CCOCC1	-10	-2	1	3	-2

entry	ABHD4 inh	HTRA1 inhibitor	TDP2 inh	Rev-erbA mod	PG9 Ab binder
16	1	-2	-8	7	-0.3
17	-3	3	-5	2	4.5
18	-4	1	5	-5	-1.0
19	-14	-4	-25	-9	-2.5
20	2	-4	-10	-4	0.3
21	4	-2	-12	1	0.8
22	-5	-10	7	-5	0.3
23	-5	-4	5	2	2.4
24	0	2	-13	1	0.1
25	-1	0	1	-2	-3.2
26	1	0	1	5	-1.7
27	4	-2	10	-2	0.7
28	-3	-14	-7	-2	-1.1
29	-8	-14	-1	8	-1.3
30	3	3	-3	-7	-2.9

Further compounds.
entry	SMILES	TCR-CD3 inh	SIAE inh	rCAG RNA binder	PRMT1 inh	LEDGF integ inh
31	CCCCOP(=O)(c1ccc(N(C)C)cc1)C(O)c1ccc(OC)c(OC)c1 (configuration not stated)	-1	5	-12	-2	1
32	COc1ccccc1N1CCN(C(=O)C2CC(=O)N(c3ccccc3)C2)CC1 (configuration not stated)	-6	-1	-1	2	-9
33	Cn1c(=O)c2cc(S(=O)(=O)Nc3cc(C(=O)O)cc(C(=O)O)c3)ccc2n(C)c1=O	-2	0	2	8	-3
34	O=C(CNC(=O)c1ccccc1)NCC(=O)OCC(=O)c1ccccc1	1	3	-1	-1	-3
35	O=C(COC(=O)c1ccccn1)Nc1cccc2ccccc12	-10	-3	3	-4	3
36	O=C(NC(C(=O)c1ccccc1)N1CCCCCC1)c1ccco1 (configuration not stated)	5	-1	2	-1	0
37	COc1ccc(C(CC(=O)NC(C)(C)C)n2cccc2)cc1 (configuration not stated)	2	0	0	-2	1
38	O=C(CNC(=O)c1ccco1)N/N=C/c1ccc(O)cc1O	0	-5	3	-3	-10
39	Cc1cccc(-n2c(SCC(=O)NCc3ccco3)nc3ccccc3c2=O)c1	0	-10	0	3	3
40	O=C(CN1C(=O)COc2ccc(S(=O)(=O)N3CCOCC3)cc21)NCc1ccco1	-3	-6	2	1	1
41	CCCCN(C(=O)c1c(C)[nH]c(C(=O)OCC)c1C)c1ccccc1	0	-2	-9	-3	-1
42	CCN(CCCNC(=O)Cn1ncc2c([nH]c3ccc(C)cc32)c1=O)c1ccccc1	12	3	3	-5	0
43	COC(=O)c1[nH]c2ccccc2c1NC(=O)C(C)N1CCN(C(=O)c2ccco2)CC1 (configuration not stated)	-6	4	-5	1	0
44	CC(=O)Oc1ccc(/C=N/NC(=S)Nc2ccccc2)cc1	-7	-1	-1	2	-1
45	Cc1cccc(C(=O)OCc2cnc(Cl)s2)c1	4	3	1	3	-6

entry	ABHD4 inh	HTRA1 inhibitor	TDP2 inh	Rev-erbA mod	PG9 Ab binder
31	4	-5	-9	1	-1.7
32	4	7	-8	-3	0.3
33	0	1	-1	0	-1.3
34	4	8	1	2	0.4
35	-2	6	-16	1	2.1
36	-1	-3	-3	-6	-0.4
37	0	12	10	4	1.0
38	-5	-3	-14	-2	-5.1
39	-15	2	-12	0	-1.2
40	-3	6	13	-9	-2.0
41	4	-7	-6	-3	-2.8
42	-2	2	3	2	-1.4
43	8	-2	9	4	-0.8
44	7	7	6	-2	-1.1
45	-5	-9	-4	3	-0.1

Random excerpt: 3 records from the list, in no set order.
entry	SMILES	TCR-CD3 inh	SIAE inh	rCAG RNA binder	PRMT1 inh	LEDGF integ inh
40	O=C(CN1C(=O)COc2ccc(S(=O)(=O)N3CCOCC3)cc21)NCc1ccco1	-3	-6	2	1	1
15	COc1ccc(Cl)cc1S(=O)(=O)NCc1ccncc1	-2	-5	-2	0	-5
39	Cc1cccc(-n2c(SCC(=O)NCc3ccco3)nc3ccccc3c2=O)c1	0	-10	0	3	3

entry	ABHD4 inh	HTRA1 inhibitor	TDP2 inh	Rev-erbA mod	PG9 Ab binder
40	-3	6	13	-9	-2.0
15	13	-2	-10	1	-0.1
39	-15	2	-12	0	-1.2

New compounds follow.
entry	SMILES	TCR-CD3 inh	SIAE inh	rCAG RNA binder	PRMT1 inh	LEDGF integ inh
46	COc1cccc(CNc2ccc(F)c(Cl)c2)c1	-7	-2	-2	5	-2
47	CCC(C)[C@H](NC(=O)NCc1ccccc1Cl)C(=O)OC (some centres not stated)	1	11	0	-2	4
48	CCCCOCCCNC(=O)C[C@H]1C[C@@]2(C(=O)OC)C(=C[C@H](C(C)C)O[C@@H]2C2CC2)N(CCc2ccc(OC)c(OC)c2)C1=O	.	5	-1	0	-3
49	Cc1cc(N=CC2=C(O)CC(C)(C)CC2=O)no1	-5	-1	1	2	-4
50	C=CCn1c(COc2cccc3ccc(C)nc23)nnc1SCC(N)=O	-1	-1	-2	0	2
51	CC/C(=N/NC(=O)CCC(=O)Nc1ccccc1OC)c1ccccc1	5	-1	3	2	3
52	O=C(NNC(=O)c1ccc(Br)s1)c1ccc(F)c(S(=O)(=O)N2CCOCC2)c1	1	2	25	4	-3
53	CCOC(=O)C1(C)CCCN1C(=O)c1ccccc1F (configuration not stated)	3	2	0	-5	-1
54	NC(=O)C1CC(=O)N(c2ccc(OCc3ccc(Cl)c(Cl)c3)cc2)C1 (configuration not stated)	6	-4	5	-2	1
55	O=C(Oc1ccc(-n2cnnn2)cc1)c1ccco1	-4	-2	6	0	3
56	CCOc1ccc(CNC(=O)CCc2cn(Cc3ccccc3)c3ccccc23)cc1	7	-4	5	1	-3
57	Cn1cc(CN2CCC(N3CCNC(=O)CC3)CC2)c(-c2ccccc2F)n1	0	6	-4	8	-1

entry	ABHD4 inh	HTRA1 inhibitor	TDP2 inh	Rev-erbA mod	PG9 Ab binder
46	-4	-25	-1	-3	-1.5
47	1	5	-6	-5	-2.3
48	-5	.	-8	8	.
49	5	0	1	-5	-0.5
50	5	4	10	4	0.9
51	6	2	7	-9	-0.9
52	9	6	8	-1	1.5
53	0	.	-5	2	-0.5
54	3	2	-1	-1	-1.0
55	-5	1	-23	1	-0.4
56	-8	-2	-4	0	-4.7
57	0	1	-1	-1	-0.4

Some of the entries above in a different format:
(48) CCCCOCCCNC(=O)C[C@H]1C[C@@]2(C(=O)OC)C(=C[C@H](C(C)C)O[C@@H]2C2CC2)N(CCc2ccc(OC)c(OC)c2)C1=O
(49) Cc1cc(N=CC2=C(O)CC(C)(C)CC2=O)no1
(50) C=CCn1c(COc2cccc3ccc(C)nc23)nnc1SCC(N)=O

Compound | 48 | 49 | 50
TCR-CD3 inh | . | -5 | -1
SIAE inh | 5 | -1 | -1
rCAG RNA binder | -1 | 1 | -2
PRMT1 inh | 0 | 2 | 0
LEDGF integ inh | -3 | -4 | 2
ABHD4 inh | -5 | 5 | 5
HTRA1 inhibitor | . | 0 | 4
TDP2 inh | -8 | 1 | 10
Rev-erbA mod | 8 | -5 | 4
PG9 Ab binder | . | -0.5 | 0.9

The list is partial (hit frequency here may not be typical).
